APP 5UTR inh = APP translation inhibition. 190,000 compounds, 0.82% hits. inhibition, % at 2 µM. SH-SY5Y APP 5'UTR-luciferase reporter, luminescence;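 active means inhibition above a set limit, derived from the sample mean plus 3 SD, cut at about 45% in these data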; further: values of inactives mirror those of a sister screen read the other way
STAT1 activator = increases IFN-gamma driven STAT1 reporter signal | 200,000 compounds, 2.6% hits | activation (% of control), % at 5.5 µM | NIH 3T3 STAT1-luciferase reporter, luminescence; 100% = IFN-gamma alone, no compound;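 active means activation above the screen-wide mean activation plus 3 SD, cut at about 130% in these data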;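 further: raw ratio to IFN-gamma control signal so 100% means no change and 0% no light; values of inactives mirror those of a sister screen read the other way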
Hsp70 activator = transcriptional activators of Hsp70. HeLa Hsp70 promoter luciferase reporter, luminescence; scaled: vehicle 0, proteasome-inhibitor control 100%. activation, % at 10 µM. 200,000 compounds, 0.04% hits. AID 1203;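 active means activation above the mean across all tested compounds plus 3 SD, cutoff set per campaign, cut at about 5.5% in these data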;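 further: 100% = MG132 at 30 µM as the positive control and 0% = DMSO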
G6PDH counter = counter-screen for G6PDH assay hits: L. mesenteroides G6PDH inhibition. Purified L. mesenteroides G6PDH, diaphorase/resazurin coupled fluorescence, 45 min. inhibition, % at 5 µM. 200,000 compounds, 0.12% hits; in the data active means inhibition above about 50%
Diaphorase act = diaphorase activation or chemical reduction counter-screen. Diaphorase/resazurin coupled assay, resorufin fluorescence, 16 min; hits give high values; 1 = vehicle wells, 0 = NADH-free wells. activation factor at 20 µM. 190,000 compounds, 0.005% hits. AID 1229;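 active means diaphorase activity raised at least twofold by the compound at 20 µM; inactive means activation factor below 2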
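Material: purified diaphorase enzyme from Clostridium kluyveri / Medium: HEPES pH 7.4 buffer with MgCl2 and Tween 20 / Schedule: enzyme reaction of 16 min at room temperature / Measured by: resorufin fluorescence, excitation 544 nm, emission 590 nm / Evaluation: rise in resorufin formation, marking diaphorase activation or chemical reduction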
STAT1 blocker = inhibitors of IFN-gamma induced STAT1 signaling; AID 920; 200,000 compounds, 0.35% hits; NIH 3T3 STAT1-luciferase reporter, luminescence; inhibition, % at 5.5 µM;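 active means inhibition above a set limit, the mean inhibition across all tested compounds plus 3 SD, cut at about 34% in these data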;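 further: 0% = IFN-gamma with DMSO and 100% = IFN-gamma with 300 µM nifuroxazide; values of inactives mirror those of a sister screen read the other way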
Diaphorase inh = inhibits diaphorase or chemically oxidizes, flagging diaphorase assay artifacts; diaphorase resazurin-to-resorufin fluorescence, NADH, 16 min; bacterial (C. kluyveri) enzyme, not human; inhibition, % at 20 µM; 190,000 compounds, 0.69% hits; AID 1217;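 active means primary screen inhibition at 20 µM above a set limit, cut at about 50% in these data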;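 further: plate controls were DMSO with full reaction for no effect and wells lacking NADH for full effect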
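Assay system: diaphorase enzyme from Clostridium kluyveri; Input: enzyme working solution with 0.14 U/mL diaphorase; Timing: 16 min at room temperature; Technique: resorufin fluorescence, excitation 544 nm, emission 590 nm; Benchmarks: positive control minus NADH, DMSO neutral control.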
STAT3 act = activators of IL-6 induced STAT3 signaling; AID 871; 190,000 compounds, 0.91% hits; U3A cells, IL-6 STAT3-luciferase reporter, luminescence; 100% = signal with IL-6 EC80 alone; activation (% of control), % at 5.6 µM;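 active means activation above the screen-wide mean of compound activation plus 3 SD, cut at about 130% in these data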;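 further: 0% = background luminescence of wells with medium and substrate only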
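Detection: reporter luminescence signal / Assay system: STAT1-lacking human U3A cells, STAT3 luciferase reporter / Incubation: compound pre-incubation 1 h before IL-6, then 6 h stimulation at 37 °C / Control set: IL-6-only high control / Read-out: % activation relative to IL-6 control / Probe or stimulus: Interleukin-6, 33 ng/mL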
STAT3 inh = reduces IL-6 driven STAT3 reporter signal. U3A cells, IL-6 STAT3-luciferase reporter, luminescence; host cell line lacks STAT1. inhibition, % at 5.5 µM. 190,000 compounds, 0.89% hits. AID 862;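 active means inhibition above the mean inhibition across all screened compounds plus 3 SD, cut at about 44% in these data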;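 further: 0% = DMSO only wells and 100% = 100 µM nifuroxazide control wells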
TLR4 MyD88 comp = TLR4-MyD88 interaction inhibition in cells; O00206+Q99836; inhibition, % at 8.4 µM; 200,000 compounds, 0.18% hits; HeLa CL3-4 TLR4/MyD88 BLA complementation, FRET ratio; in the data active means inhibition above about 25%;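 further: 0% = vehicle and 100% = reference inhibitor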
Target sequence (O00206 whole entry, looked up): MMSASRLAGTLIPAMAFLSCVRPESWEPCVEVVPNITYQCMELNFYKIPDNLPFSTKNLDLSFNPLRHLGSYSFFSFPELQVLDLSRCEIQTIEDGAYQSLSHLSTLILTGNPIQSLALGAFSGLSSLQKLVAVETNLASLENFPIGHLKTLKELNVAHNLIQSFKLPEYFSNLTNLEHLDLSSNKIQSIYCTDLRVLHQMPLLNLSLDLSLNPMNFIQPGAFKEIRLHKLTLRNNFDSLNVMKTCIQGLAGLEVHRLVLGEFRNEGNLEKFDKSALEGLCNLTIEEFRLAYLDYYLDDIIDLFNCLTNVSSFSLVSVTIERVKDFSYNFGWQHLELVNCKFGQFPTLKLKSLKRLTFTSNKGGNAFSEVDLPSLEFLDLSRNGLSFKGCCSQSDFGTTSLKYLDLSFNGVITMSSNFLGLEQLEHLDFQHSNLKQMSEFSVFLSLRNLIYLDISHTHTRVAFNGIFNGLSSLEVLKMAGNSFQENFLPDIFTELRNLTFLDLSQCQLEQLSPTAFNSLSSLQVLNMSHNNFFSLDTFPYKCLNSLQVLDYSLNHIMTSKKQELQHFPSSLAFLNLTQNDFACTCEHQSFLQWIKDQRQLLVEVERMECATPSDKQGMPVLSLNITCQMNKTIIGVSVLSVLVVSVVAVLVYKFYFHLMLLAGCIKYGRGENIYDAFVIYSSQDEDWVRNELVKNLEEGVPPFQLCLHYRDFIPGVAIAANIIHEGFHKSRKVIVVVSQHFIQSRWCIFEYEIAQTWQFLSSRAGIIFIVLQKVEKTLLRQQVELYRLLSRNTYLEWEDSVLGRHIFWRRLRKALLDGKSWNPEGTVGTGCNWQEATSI
Target sequence (Q99836 whole entry, looked up): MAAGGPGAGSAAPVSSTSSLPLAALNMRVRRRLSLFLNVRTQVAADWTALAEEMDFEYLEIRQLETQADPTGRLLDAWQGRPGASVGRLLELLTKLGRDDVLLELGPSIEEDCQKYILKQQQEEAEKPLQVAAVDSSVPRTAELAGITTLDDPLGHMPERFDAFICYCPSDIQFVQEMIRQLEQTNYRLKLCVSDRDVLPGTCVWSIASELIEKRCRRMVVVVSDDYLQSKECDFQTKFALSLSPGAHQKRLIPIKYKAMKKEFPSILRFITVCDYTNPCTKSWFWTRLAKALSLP
* hit, by the source's call; nt = no result given.

1) CCc1noc(C)c1C(=O)Nc1nc(-c2ccc(Cl)cc2Cl)c(C)s1
2) O=Cc1cccc(Oc2ncccn2)c1
3) O=c1c2ccccc2oc2ncccc12
4) O=C(COC(=O)CCc1ccc(S(=O)(=O)N2CCOCC2)cc1)Nc1cccc(Cl)c1
5) CC(C)(C)N=C1NN=C(c2cc3ccccc3o2)CS1
6) CC(C)OC(=O)CSc1nnc(-c2ccccn2)n1C
7) O=C(Nc1cccc(C(F)(F)F)c1)NC1CCCCC1
8) O=S(=O)(Nc1ccc2ccccc2c1)c1ccccc1

entry no.	1	2	3	4	5	6	7	8
APP 5UTR inh	-7	-6	-5	-1	-131	-6	-11	24
STAT1 activator	101	97	107	107	169*	103	101	110
Hsp70 activator	-0.4	-0.2	-0.5	-0.3	-0.2	1.5	0.0	-0.2
G6PDH counter	2	4	12	10	18	-1	8	1
Diaphorase act	0.7	0.9	0.9	0.8	0.7	0.9	0.9	0.8
STAT1 blocker	-1	2	-7	-8	-76	-3	-1	-11
Diaphorase inh	26	6	11	18	29	13	11	22
STAT3 act	91	99	98	112	101	80	94	97
STAT3 inh	9	12	6	-8	-6	27	14	4
TLR4 MyD88 comp	-7	8	4	0	-1	-5	7	8

Sorted by molecular weight (highest first): some entries from above
7) O=C(Nc1cccc(C(F)(F)F)c1)NC1CCCCC1
2) O=Cc1cccc(Oc2ncccn2)c1
3) O=c1c2ccccc2oc2ncccc12

entry no.	7	2	3
APP 5UTR inh	-11	-6	-5
STAT1 activator	101	97	107
Hsp70 activator	0.0	-0.2	-0.5
G6PDH counter	8	4	12
Diaphorase act	0.9	0.9	0.9
STAT1 blocker	-1	2	-7
Diaphorase inh	11	6	11
STAT3 act	94	99	98
STAT3 inh	14	12	6
TLR4 MyD88 comp	7	8	4

(cont.)
9) Nc1nnnn1/N=C/c1cccc(OCc2ccccc2Cl)c1
10) COc1ccc(Nc2cc(=O)n(C3CCCCC3)c(=O)[nH]2)c(OC)c1
11) CC1(C)CC(=O)C2=C(C1)Nc1cc(C(=O)c3ccccc3)ccc1NC2c1ccccn1 (centres undefined)
12) COc1ccc(CCCc2n[nH]c(=S)o2)c(C)c1
13) Cc1cccc(Nc2nnc(SC3CCOC3=O)s2)c1C (centres undefined)
14) Cc1ccccc1OCC(=O)NCCC(=O)O
15) O=C(NCC1CCCO1)c1ccc(Cn2c(=S)[nH]c3ccccc3c2=O)cc1 (centres undefined)
16) c1ccc(C2=Nc3c(ccc4ccccc34)C(c3ccncc3)=NN2)cc1

entry no.	9	10	11	12	13	14	15	16
APP 5UTR inh	0	7	-2	7	21	-12	-8	19
STAT1 activator	98	96	104	96	101	102	98	89
Hsp70 activator	-0.1	0.1	-0.1	-0.1	-0.1	-0.3	-0.2	-0.3
G6PDH counter	-2	2	9	17	-5	2	7	3
Diaphorase act	0.9	0.9	1	1	0.9	0.9	0.9	0.7
STAT1 blocker	-1	5	-5	3	-2	-2	1	12
Diaphorase inh	9	7	0	2	7	10	6	26
STAT3 act	83	94	103	102	97	99	89	124
STAT3 inh	23	9	-1	2	6	2	20	-25
TLR4 MyD88 comp	1	-8	1	4	-8	-6	-17	7

Reprinted at random: two records from the list
15) O=C(NCC1CCCO1)c1ccc(Cn2c(=S)[nH]c3ccccc3c2=O)cc1 (centres undefined)
11) CC1(C)CC(=O)C2=C(C1)Nc1cc(C(=O)c3ccccc3)ccc1NC2c1ccccn1 (centres undefined)

entry no.	15	11
APP 5UTR inh	-8	-2
STAT1 activator	98	104
Hsp70 activator	-0.2	-0.1
G6PDH counter	7	9
Diaphorase act	0.9	1
STAT1 blocker	1	-5
Diaphorase inh	6	0
STAT3 act	89	103
STAT3 inh	20	-1
TLR4 MyD88 comp	-17	1

The results go on:
17) CCc1cc(OCCOCCN(C)C)ccc1Cl
18) c1cc2c3c(cccc3c1)NC1(CCCCC1)N2
19) COc1ccc(OC)c(S(=O)(=O)NCCC(C)C)c1
20) CN1CC(=O)N(C)c2nc(Br)n(C)c2C1=O
21) COc1ccc(CNc2cc(C)ccc2C)c(OC)c1OC
22) Cn1ccs/c1=N\C(=O)Nc1ccccc1
23) O=C(N/N=C/c1ccc(O)cc1)c1[nH]c2ccc(Br)cc2c1-c1ccccc1
24) O=C(C(Cc1ccccc1)NS(=O)(=O)c1cccc2cccnc12)N1CCc2ccccc21 (centres undefined)

entry no.	17	18	19	20	21	22	23	24
APP 5UTR inh	-5	4	-5	8	-3	-66	94*	8
STAT1 activator	99	95	96	95	96	141*	108	102
Hsp70 activator	-0.1	-0.2	-0.2	-0.2	-0.2	-0.1	0.5	0.0
G6PDH counter	5	8	6	1	-2	15	11	-3
Diaphorase act	0.9	0.8	1.1	1.1	0.9	0.8	0.7	0.9
STAT1 blocker	2	6	6	6	5	-49	-8	-2
Diaphorase inh	6	18	-13	-12	13	20	26	13
STAT3 act	95	107	113	92	110	92	143*	122
STAT3 inh	4	-6	-10	12	-10	14	-45	-16
TLR4 MyD88 comp	-16	-1	1	-3	-2	-11	5	2

25) O=S(=O)(c1ccccc1)N1CCN(C2CCCCCCC2)CC1
26) CCOC(=O)Cn1c(=O)oc2cc(S(=O)(=O)NC3CCCc4ccccc43)ccc21 (centres undefined)
27) CC(=O)NC(Cc1ccc(F)cc1)C(=O)NC1CCN(c2ncccc2[N+](=O)[O-])CC1 (centres undefined)
28) Cc1ccc(N(C(=O)Cc2c[nH]c3ccccc23)C(C(=O)NC2CCCCC2)c2ccco2)cc1 (centres undefined)
29) CCSc1ccccc1C(=O)NCc1ccc2c(c1)OCO2
30) Cc1ccc(-c2nc(CS(=O)(=O)CC(=O)N3CC(C)CC(C)C3)c(C)o2)cc1 (centres undefined)
31) O=c1c2ccccc2nc2ccc(NCc3cccs3)nn12
32) N#CCO/N=C(\c1ccccc1)c1ccncc1

entry no.	25	26	27	28	29	30	31	32
APP 5UTR inh	3	-1	-12	-6	1	-2	-122	13
STAT1 activator	96	95	103	102	89	93	123	101
Hsp70 activator	0.2	0.0	-0.1	0.3	0.1	0.0	0.3	-0.3
G6PDH counter	2	2	-4	-20	4	26	-1	8
Diaphorase act	1.1	0.7	1	0.8	1.1	0.8	0.9	1
STAT1 blocker	4	6	-7	1	11	9	-28	-1
Diaphorase inh	-6	30	-2	25	-7	18	5	1
STAT3 act	102	112	97	125	104	103	94	106
STAT3 inh	2	-5	8	-16	-1	-3	13	-7
TLR4 MyD88 comp	-9	6	8	0	-3	-1	3	3

33) NC(=S)NN=C1c2cc(S(=O)(=O)N3CCOCC3)ccc2-c2ccc(S(=O)(=O)N3CCOCC3)cc21
34) CCOC(=O)N1CCC(NC(=O)c2ccc3c(Cl)c4c(nc3c2)CCCC4)CC1
35) CC(C)OCCCn1c(=N)c(C(N)=S)cc2c(=O)n3ccccc3nc21
36) CNc1nc(-c2ccc(OC)cc2)c(-c2ccc(OC)cc2)s1
37) Cc1ccc(-c2cnn(-c3cccc(C(F)(F)F)c3)c2N)cc1
38) Cc1ccc(C2CC(c3ccccc3OC(F)F)Nc3ncnn32)cc1 (centres undefined)
39) COc1ccc(NC(=O)CCS(=O)(=O)c2ccccc2)c(OC)c1
40) Cc1cc(C(=O)Nc2cnn(Cc3ccc(Cl)cc3Cl)c2)no1

entry no.	33	34	35	36	37	38	39	40
APP 5UTR inh	-3	-21	5	-5	-134	-2	-25	-12
STAT1 activator	93	108	102	95	138*	95	106	107
Hsp70 activator	-0.4	0.1	-0.1	0.0	-0.1	-0.2	0.1	-0.3
G6PDH counter	6	14	0	0	3	-14	6	3
Diaphorase act	0.6	0.9	0.8	0.9	0.8	1	0.9	1
STAT1 blocker	7	-9	-2	6	-42	5	-7	-7
Diaphorase inh	36	5	21	15	19	-3	14	-4
STAT3 act	105	96	94	118	100	104	104	104
STAT3 inh	-10	4	8	-21	8	1	-2	4
TLR4 MyD88 comp	7	-7	-5	-7	-1	5	9	-13

41) Cc1cc(=O)n2[nH]c(-c3sccc3-n3c(C)ccc3C)cc2n1
42) O=C(NN1C(=O)/C(=C/C=C/c2ccccc2)SC1=S)c1ccncc1
43) COc1ccc2[nH]c3nc(SCC(=O)Nc4ccc5c(c4)OCO5)nnc3c2c1
44) O=C(COC(=O)c1cccc(S(=O)(=O)N2CCc3ccccc32)c1)Nc1ccc(Cl)cn1
45) O=C(Nc1cccnc1)C1CCCN1S(=O)(=O)c1ccc(Cl)c(Cl)c1 (centres undefined)
46) O=C(CCC(=O)OCc1cccc(C(=O)Oc2ccccc2)c1)Nc1cccc2ccccc12
47) Cc1c(C(=O)N2CCOCC2)sc(NC(=O)c2ccc3c(c2)OCO3)c1C#N
48) CCC(C)n1c(=S)[nH]c2ccccc2c1=O (centres undefined)

entry no.	41	42	43	44	45	46	47	48
APP 5UTR inh	14	10	nt	-13	-21	4	0	13
STAT1 activator	103	89	101	97	97	107	114	97
Hsp70 activator	-0.2	-0.1	0.0	-0.4	-0.3	-0.4	-0.2	0.3
G6PDH counter	9	5	-6	-20	-3	-32	8	-4
Diaphorase act	0.6	0.8	1	0.7	0.9	0.7	0.9	0.8
STAT1 blocker	-4	12	-2	3	4	-8	-15	3
Diaphorase inh	43	18	5	28	8	27	8	16
STAT3 act	118	103	88	105	101	108	93	107
STAT3 inh	-19	-1	14	-11	2	-4	12	-9
TLR4 MyD88 comp	-4	-3	0	6	13	7	-1	-4

49) COc1nc(Oc2ccc(/C=N/O)cc2)nc(N(C)C)n1
50) CCC(=O)N1CCN=C1SCc1ccc(Cl)cc1
51) CCOc1ccc(NC(=O)CS(=O)CC(=O)NC2CCCc3ccccc32)cc1 (centres undefined)
52) O=C(CN1CCc2ccccc2C1)N1CCN(S(=O)(=O)c2ccccc2)CC1
53) Cc1nn(C)cc1C1C2=C(CC(C)(C)CC2=O)OC2=C1C(=O)CC(C)(C)C2
54) CC1=CC=CN2CC(O)CN=C12 (centres undefined)
55) O=C(Cc1cccc2ccccc12)Nc1ccc(OC(F)F)c(Cl)c1
56) Cc1cnc(NC(=O)C(C)N2CCN(C)CC2)s1 (centres undefined)
57) Fc1ccc(CSc2ccc3nnc(-c4cccs4)n3n2)cc1

entry no.	49	50	51	52	53	54	55	56	57
APP 5UTR inh	-2	5	4	4	5	12	1	8	3
STAT1 activator	95	101	97	95	97	104	100	101	93
Hsp70 activator	-0.1	-0.5	-0.1	-0.3	-0.1	-0.3	0.1	0.3	-0.4
G6PDH counter	1	-14	6	-1	5	8	11	8	-1
Diaphorase act	1	0.9	0.9	0.9	0.9	0.9	0.9	0.9	0.9
STAT1 blocker	5	-1	3	6	4	-4	0	-2	8
Diaphorase inh	4	5	10	6	12	7	11	13	8
STAT3 act	99	84	99	107	94	97	105	99	74
STAT3 inh	5	20	3	-1	13	9	-2	3	34
TLR4 MyD88 comp	6	-4	-2	14	0	-8	3	-3	-7

Source: PubChem BioAssay (several laboratories)
